PI4K2A block – inhibitors of human PI4K2A; Q9BTU6; purified PI4K2A, ADP-Glo luminescence, 1 h; stronger effect = lower value; activity change, negative = inhibition, % at 76.9 µM; 420,000 compounds, 0.13% hits; in the data active = activity change below about -50%; inconclusive = mostly about -30% to -49%;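 note: -100% = wells without enzyme as full effect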
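PI4K2A activity was measured by ADP-Glo luminescence: enzyme (4 ug/mL stock) and phosphatidylinositol (1.2 mM stock) in Tris pH 7.5/MgCl2/EGTA/Triton X-100 buffer were reacted with ATP (300 microM stock) for one hour at ambient temperature.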
RXFP1 agonist – activates the human relaxin receptor RXFP1; Q9HBX9; HEK293T-RXFP1 cAMP TR-FRET, 30 min; response scale: percent of porcine relaxin response, buffer zero; Potency, µM (titrated, usually from 57.5 µM), inactives show at the highest dose activation, actives largely listed as activators; 370,000 compounds, 0.3% hits; AID 2676; note: potency is the fitted concentration of half-maximal effect; % is set by controls: 0 for no effect and ±100 for the full control effect; nearly all actives have a fitted effect of over 60% in size; many of its hits are not listed in these tables
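HEK293 cells stably expressing RXFP1, treated 30 min at 37C with compounds plus PDE4 inhibitor Ro 20174; cAMP measured by HTRF TR-FRET. Normalized to buffer and 29 nM porcine relaxin; EC50 by Hill fit.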
Vif-APOBEC3F blk – blocks the Vif interaction with APOBEC3F; HeLa A3F-eYFP + Vif (tagged APOBEC3F with the HIV-1 protein that degrades it), YFP fluorescence increase; Potency, µM (titrated, usually from 46.1 µM), inactives show at the highest dose activity, negative = active; 390,000 compounds, 0.2% hits; AID 602313; note: potency is the fitted concentration of half-maximal effect; % of control where 0% means no effect; nearly all actives have a fitted effect of over 65% in size
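Fluorescence increase (Ex 488/Em 500-530) after overnight compound treatment at 37 deg C flags inhibition of Vif-driven A3F-eYFP loss in stable HeLa A3F-eYFP/Vif cells seeded overnight beforehand.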
Glioma ERSR ind – induces the endoplasmic reticulum stress response in human glioma cells; U87-MG GRP78 promoter luciferase reporter, 16 h; Potency, µM, for inactives: at the top dose activation, actives largely listed as activators; 420,000 compounds, 0.02% hits; note: potency is the fitted concentration of half-maximal effect; series mostly up to about 76 µM; % of control where 0% means no effect; nearly all actives have a fitted effect of over 35% in size
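Stably transfected U87-MG human glioma cells carrying a GRP78-based luminescent sensor were seeded at 1000 cells/well, pin-dosed with compounds and incubated 16 h. Luciferase reagent was then added, and end-point luminescence was read after 10 min at room temperature.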
LDHA block – inhibitors of human lactate dehydrogenase A; 480,000 compounds, 0.15% hits; P00338; activity change, % (values are at about 110 or 230 µM); purified LDHA, NADH/diaphorase-resazurin fluorescence; stronger effect = lower value; AID 1347041; in the data active = activity change below about -30%; inconclusive = mostly about -25% to -30%;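 note: plate controls were DMSO wells for no effect and wells without enzyme for full effect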
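LDH5 2 nM; NADH 0.06 mM, pyruvate 0.2 mM; 200 mM Tris pH 7.4, EDTA, Tween-20; 5 min RT. Detection: diaphorase 0.133 mg/mL + resazurin 37 µM, fluorescence ex540/em590 at 0 and 20 min; normalized to enzyme-free and DMSO wells.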
TrxR1 substrate – rat thioredoxin reductase 1 substrate activity | O89049 | AID 588456 | Potency, µM (titrated, usually from 114 µM), for inactives: at the highest dose activity change, negative = substrate turnover | purified TrxR1 substrate turnover, NADPH consumption readout | 390,000 compounds, 0.01% hits; note: potency is the fitted concentration of half-maximal effect; % is set by controls: 0 for no effect and ±100 for the full control effect; nearly all actives have a fitted effect of over 50% in size
Target sequence (O89049 whole entry, looked up): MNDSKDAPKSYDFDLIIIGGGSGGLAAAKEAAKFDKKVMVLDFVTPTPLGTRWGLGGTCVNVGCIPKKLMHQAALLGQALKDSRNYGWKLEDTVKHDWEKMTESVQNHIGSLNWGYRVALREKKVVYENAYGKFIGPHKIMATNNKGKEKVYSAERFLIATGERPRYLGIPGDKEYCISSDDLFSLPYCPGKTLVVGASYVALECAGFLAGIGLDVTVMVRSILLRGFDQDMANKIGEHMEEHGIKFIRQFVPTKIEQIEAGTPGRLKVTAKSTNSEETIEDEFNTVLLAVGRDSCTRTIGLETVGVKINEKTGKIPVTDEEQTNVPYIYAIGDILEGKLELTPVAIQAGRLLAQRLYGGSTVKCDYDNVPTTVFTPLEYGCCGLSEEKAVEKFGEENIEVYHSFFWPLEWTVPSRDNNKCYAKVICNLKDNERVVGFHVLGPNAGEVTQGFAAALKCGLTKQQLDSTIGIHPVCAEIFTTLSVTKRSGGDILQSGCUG
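Rat TrxR1, dispensed at 90 nM, was prereduced with 400 uM NADPH (final) for 5 min at ~22 deg C, then incubated with compound 15 min before 400 uM selenite. A first-read NADPH fluorescence drop versus no-compound background flagged substrates.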
mIDH1 inhibitor – inhibitors of human mutant IDH1 R132H; Potency, µM (top dose mostly 76.6 µM), for inactives: at the top dose activity change, negative = inhibition, most hits filed as inhibitors; IDH1-R132H enzyme, NADPH consumption, diaphorase/resazurin fluorescence; O75874; 390,000 compounds, 0.093% hits; note: potency is the fitted concentration of half-maximal effect; % is set by controls: 0 for no effect and ±100 for the full control effect; nearly all actives have a fitted effect of over 65% in size
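IDH1-R132H (0.5 ug/mL dispensed) in pH 7.5 Tris buffer was preincubated 30 min with compound, then given a substrate mix of 0.016 mM NADPH and 2 mM alpha-KG for 80 min at room temperature; remaining NADPH was read by diaphorase/resazurin fluorescence.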
Vif-A3G inh – inhibitors of Vif-APOBEC3G interaction; Q9HC16; HeLa A3G-eYFP + Vif (tagged APOBEC3G with the HIV-1 protein that degrades it), YFP fluorescence, overnight; Potency, µM (top dose mostly 46.1 µM), inactives show top-dose activity, negative = active, actives largely listed as inhibitors; 410,000 compounds, 0.076% hits; AID 602310;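 note: potency is the fitted concentration of half-maximal effect; % is set by controls: 0 for no effect and ±100 for the full control effect; nearly all actives have a fitted effect of over 60% in size; hits raise eYFP signal because A3G escapes Vif-driven loss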
Target sequence (Q9HC16 whole entry, looked up): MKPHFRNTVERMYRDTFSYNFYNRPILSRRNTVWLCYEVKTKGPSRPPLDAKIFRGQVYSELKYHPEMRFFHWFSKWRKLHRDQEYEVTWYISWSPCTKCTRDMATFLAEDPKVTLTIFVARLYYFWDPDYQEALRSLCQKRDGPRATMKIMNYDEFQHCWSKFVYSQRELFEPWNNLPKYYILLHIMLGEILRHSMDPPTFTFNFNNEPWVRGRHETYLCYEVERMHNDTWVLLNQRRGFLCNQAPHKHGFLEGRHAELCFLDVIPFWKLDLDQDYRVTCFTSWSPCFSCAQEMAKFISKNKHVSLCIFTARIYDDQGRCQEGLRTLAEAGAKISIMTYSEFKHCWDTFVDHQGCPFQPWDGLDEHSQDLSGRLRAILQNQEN
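Read-out is eYFP fluorescence (Ex 488/Em 500-530) from Vif-expressing HeLa A3G-eYFP cells; more signal means A3G escaped Vif-mediated degradation. Cells plated overnight, compound pinned in, incubated overnight at 37 deg C.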
USP1-UAF1 inh – inhibitors of human USP1/UAF1 deubiquitinase. O94782. recombinant USP1/UAF1, Ub-Rhodamine cleavage fluorescence. Potency, µM (doses to about 57.1 µM), for the others: at the highest dose activity change, negative = inhibition, hits mostly inhibitors. 390,000 compounds, 0.23% hits; note: potency is the fitted concentration of half-maximal effect; % is set by controls: 0 for no effect and ±100 for the full control effect; nearly all actives have a fitted effect of over 60% in size; inactives centre near -12
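In this screen, compounds sit with the deubiquitinase complex (1nM) for 15 min at room temperature before Ub-Rho is added at 150nM final. Fluorescence rise is then followed for 6 reads every 60 seconds.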
* hit, by the source's call; ? = inconclusive; nt = no result given; & = joins results of further samples; [ ] = dose if it differs, or a comment. Unless noted, calls come from the whole dose curve; as a rule, active = well fitted curve in the direction sought with a large enough effect; inconclusive = small, poorly fitted or top-dose-only effect, or another doubt; inactive = no such curve, though single readings can be large; an effect the other way counts as inactive or inconclusive. Some of the compounds tested; rates above refer to the full screens.

SMILES | PI4K2A block | RXFP1 agonist | Vif-APOBEC3F blk | Glioma ERSR ind | LDHA block | TrxR1 substrate | mIDH1 inhibitor | Vif-A3G inh | USP1-UAF1 inh
CNC(=O)c1c(O)c2cccc3c2n(c1=O)CC3 | -17 | nt | 0% | -4% | 9 | 4% | 1% | -6% | -2%
N=C1C=CC(=C(c2ccc(N)cc2)c2ccc(N)cc2)C=C1 | ? | nt | 9% | -2% | 4 | -9% | 11% | 1% | -17%
O=C(CN1CCN(S(=O)(=O)c2ccc(F)c(Cl)c2)CC1)N1CCOCC1 | 6 | -0.6% | 6% | -5% | -1 | 8% | 9% | 7% | -16%
COC(=O)CN1C(=O)COc2ccc(S(=O)(=O)N3CCCCC3)cc21 | 3 | nt | -2% | -3% | 0 | nt | -2% | -1% | -19%
O=C(N/N=C/c1ccc(Sc2ccccn2)o1)c1cccc([N+](=O)[O-])c1 | 1 | 1.2% | -5% | -5% | -3 | -19% | 5% | 1% | -16%
COCCn1c(N)c(Sc2ccc(Cl)cc2)c(=O)[nH]c1=O | 4 | -0.9% | -1% | -5% | -2 | 5% | 1% | 0% | 0%
O=C(CCN1C(=O)C2C3C=CC(C3)C2C1=O)N1CCN(c2ccccc2F)CC1 (configuration not stated) | -10 | 0.1% | 1% | -5% | 2 | -3% | 3% | -5% | -12%
Cc1c(Oc2ccc(C(F)(F)F)cc2[N+](=O)[O-])ccc2c3c(c(=O)oc12)CCC3 | 10 | -0.2% | -3% | -3% | -5 | 7% | -2% | -3% | -18%
O=S(=O)(c1ccc(Cl)cc1)N1CCN(c2nc(-c3cccc(Br)c3)nc3ccccc23)CC1 | nt | nt | nt | -3% | -2 | 4% | nt | -1% | nt
Cc1cc(C)n(C(C)CC(=O)Nc2ccc(C)c(F)c2)n1 (configuration not stated) | 1 | -0.9% | 4% | -4% | -7 | -3%[57.1 µM] | -1% | -3% | -1%
Cc1ccc(-c2cc(C(=O)Oc3ccc(C#N)cc3)no2)cc1 | -3 | -0.9% | 1% | -2% | -1 | -1% | -6% | 5% | -19%
CC1=C(C)CS(=O)N(S(=O)(=O)c2ccc(Cl)cc2)C1 (configuration not stated) | ? | 1.8% | 4% | -17% | -3 | -1%[57.1 µM] | ? | ? | -19%
c1coc(CNc2c3c(nc4ncnn24)CCC3)c1 | -3 | 7.4% | 3% | 1% | 1 | -1% | 4% | 3% | -19%
CCc1cccc(C)c1NC(=O)Cn1nc(C)n2cccc2c1=O | -3&0 | 5.9%&0.6% | 1% | 0% | -4&-11 | -10%&-3% | -2% | -4% | -18%&-20%
COc1cc(OC)cc(C(=O)NCC(=O)NCc2ccccn2)c1 | 2 | nt | -1% | -3% | -8 | -3% | -7% | 0% | -19%
Cn1nnnc1SCc1cn2cccnc2n1 | -4 | 8.0% | -3% | -4% | -1 | 396%[activator] | 11% | 1% | -9%
Cc1cccc(NC(=O)c2c(N)sc3c2CCC(C)C3)c1 (configuration not stated) | 3 | 4.8% | 3% | 4% | -4 | -4% | -5% | 4% | -19%
C=CCNC(=O)c1ccccc1S(=O)c1ccccc1C#N (configuration not stated) | -5 | 0.3% | 11% | -5% | -11 | 5%[57.1 µM] | -1% | 0% | -10%
Cc1cccc(C)c1NC(=O)c1ccc(-c2ccc(Cl)cc2Cl)o1 | 2 | -1.0% | -15% | -5% | -2 | 6% | 2% | 7% | -10%
COc1ccc(-n2c(/C=C3\C(=O)N(C)c4ccccc43)nc3ccccc3c2=O)cc1 | 3 | -0.2% | -12% | -7% | 2 | 3%[57.1 µM] | 9% | -3% | 12%
CC1(C)CC(=O)C=C(c2ccc(COC(=O)c3ccc(-c4ccccc4)cc3)cc2)C1=O | 0 | nt | -1% | -3% | -7 | nt | -6% | 4% | -24%
Cc1noc(C(=O)NCc2cccnc2)c1Cl | 4 | 0.2% | -5% | -4% | -2 | 6% | 8% | 1% | -26%
C[C@H]1CN([C@@H](C)CO)C(=O)CCCn2cc(nn2)CO[C@@H]1CN(C)S(=O)(=O)c1ccc(Oc2ccccc2)cc1 | -3 | nt | -7% | -3% | -2 | nt | -2% | -6% | -17%
Cc1cccc(NC(=O)c2cc3cc([N+](=O)[O-])ccc3s2)n1 | -4 | 5.9% | -11% | 13% | -8 | 0% | 5% | 4% | -2%
COc1cc2c(cc1O)C(Cc1ccc(O)cc1)NCC2 (configuration not stated) | -2 | -1.7% | -4% | -2% | 3 | -5%[57.1 µM] | 10% | -9% | -12%
SMILES | PI4K2A block | RXFP1 agonist | Vif-APOBEC3F blk | Glioma ERSR ind | LDHA block | TrxR1 substrate | mIDH1 inhibitor | Vif-A3G inh | USP1-UAF1 inh
CCOC(=O)Nc1ccc(Cc2ccncc2)cc1 | 3 | -0.5% | -1% | 0% | -2 | -14% | 5% | 1% | -7%
COc1ccc(-c2cc(C(=O)Nc3cc(C(F)(F)F)ccc3Cl)no2)cc1 | -1 | 1.0% | 2% | -3% | -7 | 2% | -11% | 1% | -8%
Cc1sc2ncnc(SCC(=O)NCC(C)C)c2c1C | 1 | 5.8% | nt | -3% | 0 | -9% | 7% | 1% | 3%
O=C1N=C(N2CCN(c3cccc4ccccc34)CC2)S/C1=C/c1cccs1 | -8 | 0.4% | -4% | -3% | -5 | -13% | 2% | 0% | -14%
Cc1nc2c(N)nn(C)c2nc1C | 3 | nt | -1% | 1% | -1 | nt | -5% | 1% | 3%
N#Cc1ccccc1S(=O)(=O)N1CCN(C(=O)c2cccc(S(=O)(=O)N3CCCC3)c2)CC1 | 1 | nt | -2% | -2% | -3 | -2% | 8% | 0% | -15%
COc1ccc(-c2cc(C3CCN(C(=O)OC(C)(C)C)CC3)[nH]n2)cc1 | 3 | -1.1% | 2% | 0% | -6 | 5%[57.1 µM] | 3% | 2% | -11%
COc1ccc(S(=O)(=O)N2CCC3(CC2)OCCN3S(=O)(=O)c2ccc(OC)cc2)cc1 | 3 | 0.4% | 3% | -6% | -9 | -5% | 0% | 0% | -3%
CC(C)(O)C#Cc1ncc(C(F)(F)F)cc1Cl | -3 | -0.2% | 5% | 0% | -5 | 9%[57.1 µM] | 1% | 3% | -2%
Clc1ccc(-n2ncc3c(NCc4ccco4)ncnc32)cc1 | 4 | -2.8% | -3% | 10% | 0 | 8% | 2% | ? | -6%
O=C(Nc1ccccc1C(=O)NCCN1CCOCC1)c1ccco1 | -3 | 0.8% | -1% | -2% | -7 | -5% | 2% | 0% | -14%
CN(C)/C=C/C(=O)c1ccc(C(F)(F)F)cc1F | -5 | -2.8% | -9% | -1% | -10 | -1%[57.1 µM] | -1% | 9% | -37%
CCC(C)NC(=O)C(=O)NCc1ccccn1 (configuration not stated) | 6 | 1.1% | -9% | -7% | -9 | 7%[57.1 µM] | -10% | 5% | 0%
S=C(c1nc2ccccc2[nH]1)N1CCOCC1 | -2 | 0.1% | 3% | -4% | 6 | -4% | 2% | -5% | -21%
O=C(/C=C/c1ccc2ccccc2n1)N1CCN(c2ccccc2)CC1 | -4 | -0.3% | -9% | -2% | -9 | -2% | -1% | -9% | -15%
COc1cc(CNCc2c[nH]c3ccccc23)cc(OC)c1 | -5 | 0.0% | 6% | -4% | -14 | -9% | 6% | 1% | -4%
O=C(O)CCC(=O)NCC(=O)c1ccc(F)cc1 | 0 | -0.4% | 9% | -3% | -12 | 3%[57.1 µM] | 3% | 0% | -9%
Cc1cccc(NC(=O)CC2(CC(=O)O)CCCC2)c1 | -5 | 1.2% | 1% | -3% | -1 | 4% | 18% | 4% | -17%
Cn1cnnc1SCC(=O)Nc1nc(-c2ccc(F)cc2)cs1 | 2 | 2.3% | 1% | 0% | -1 | 3%[57.1 µM] | 3% | -3% | -17%
Cc1ccc2cc(CN(CC3CCCO3)C(=O)c3cccs3)c(=O)[nH]c2c1 (configuration not stated) | -1 | -2.2% | 15% | -4% | -6 | 3% | 3% | -1% | -21%
O=C(NCc1ccccc1Cl)C(=O)NCC1OCCCN1S(=O)(=O)c1cccs1 (configuration not stated) | -3 | -0.9% | -16% | -4% | -6 | -5% | 11% | -6% | -15%
Cc1c(NC(=O)COC(=O)c2c3c(nc4ccccc24)CCCC3)c(=O)n(-c2ccccc2)n1C | -2 | -0.1% | -14% | -4% | -2 | 6% | 2% | 1% | -15%
Cc1ccc([C@@H]2CC(=O)[C@@H]3CN(S(=O)(=O)c4ccc(C)cc4)[C@H](c4ccccc4)C[C@@H]3N2S(=O)(=O)c2ccc(Cl)cc2)cc1 | -1 | nt | -4% | -1% | -4 | nt | 12% | -6% | -17%
CSc1nc(-c2cccs2)c(C#N)c(=O)[nH]1 | -3 | 14µM* | 5% | -4% | -9 | 8%[57.1 µM] | -1% | -1% | -8%
CCCn1cc(S(=O)(=O)c2ccccc2)c(=O)c2cc(F)c(N3CCCC(C)C3)cc21 (configuration not stated) | -3 | 4.2% | -23% | -3% | 0 | 26% | -4% | 0% | -9%
Cc1cccc(N2CCN(C(=O)c3c(C)oc4nc(C)nc(N5CCCC5)c34)CC2C)c1 (configuration not stated) | 1 | -0.4% | 9% | -3% | -9 | -4% | -11% | 2% | -23%

Source: PubChem (National Center for Advancing Translational Sciences (NCATS))
